ARFGAP1 inh = rat ARFGAP1 inhibition | 0.26% of 360,000 active | Q62848 | inhibition, % at 16.5 µM | Arfgap1-stimulated ARF1 GTP hydrolysis, GDP FP detection;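 active = inhibition above a per-plate limit, mean inhibition of low control wells plus 3 SD, cut at about 25% in these data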;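 also: 0% = DMSO wells with enzyme and 100% = wells lacking Arfgap1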
Target sequence (Q62848 1-136 limits assumed): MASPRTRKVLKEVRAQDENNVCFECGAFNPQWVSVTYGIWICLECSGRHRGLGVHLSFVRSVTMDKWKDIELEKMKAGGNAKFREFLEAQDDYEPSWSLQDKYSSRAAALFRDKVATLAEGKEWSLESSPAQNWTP
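Replicates: Single well per compound | Assay system: Truncated rat Arfgap1 GAP domain | Control set: No-Arfgap1 wells (100%) versus DMSO full-reaction wells (0%) | Times: Enzyme reaction 120 min at 25 °C after 20 min preincubation | Reagent: Human ARF1(Δ1-17)-GTP substrate | Measured by: Tracer-displacement fluorescence polarization with EDTA stop, 620/688 nm | Measure: Percent inhibition of Arfgap1-stimulated GTP hydrolysis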
MBD2 inh = inhibitors of human MBD2 binding to methylated oligonucleotide; Q9UBB5; TR-FRET; inhibition, % at 4.4 µM; 0.31% of 370,000 active; AID 686964; in the data active = inhibition above about 13%
UHRF1 binding = UHRF1 methyl-DNA binding inhibition; UHRF1 binding to methylated oligo, TR-FRET; inhibition, % at 4.4 µM; AID 687016; 0.75% of 370,000 active; Q96T88; in the data active = inhibition above about 21%;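 also: UHRF1 SRA domain binding a hemimethylated CpG hairpin DNA probe; 0% = median of test compound wells and 100% = reference inhibitor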
Tn6 DDE FP = inhibitors of Tn6 peptide binding to human fibrin DD(E); P02675; Fibrin DD(E) TRITC-Tn6 fluorescence polarization displacement; inhibition, % at 8.3 µM; 0.21% of 370,000 active;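 active = inhibition above a per-campaign cutoff: mean of compounds within control limits plus 3 SD, cut at about 15% in these data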;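 also: 0% = median of all compound wells on the plate and 100% = blocking peptide control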
Target sequence (P02675 whole entry, looked up): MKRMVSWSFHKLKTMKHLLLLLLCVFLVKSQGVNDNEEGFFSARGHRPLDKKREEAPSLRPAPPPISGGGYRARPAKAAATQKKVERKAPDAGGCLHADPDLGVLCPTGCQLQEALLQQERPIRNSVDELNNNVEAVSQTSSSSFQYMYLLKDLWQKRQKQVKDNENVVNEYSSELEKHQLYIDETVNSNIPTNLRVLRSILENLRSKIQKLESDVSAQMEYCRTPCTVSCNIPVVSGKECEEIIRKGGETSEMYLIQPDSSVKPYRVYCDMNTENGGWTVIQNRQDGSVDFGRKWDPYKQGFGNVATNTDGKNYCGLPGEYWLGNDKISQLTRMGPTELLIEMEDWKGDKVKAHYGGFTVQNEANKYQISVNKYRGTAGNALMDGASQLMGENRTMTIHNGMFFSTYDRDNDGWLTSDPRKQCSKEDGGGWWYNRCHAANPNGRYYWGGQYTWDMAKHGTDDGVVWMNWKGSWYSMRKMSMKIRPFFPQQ
DDE Tn7 FP inh = disrupts Tn7 cyclic peptide binding to fibrin D-Dimer-E complex; P02675; FP displacement of FITC-Tn7 peptide from fibrin DD(E); 0% = median of compound wells per plate; inhibition, % at 8.3 µM; 0.13% of 370,000 active;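 active = inhibition above the mean of compounds falling within the control limits plus 3 SD of them, cut at about 14% in these data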;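 also: 0% = plate median of compound wells and 100% = 10 µM Aha-Tn7 peptide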
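Test system: human clot-derived fibrin DD(E) complex / Quantity: 2 µM final DD(E) protein / Incubation: 10 min plus 3 h, room temperature / Measured by: fluorescence polarization / Benchmarks: high control of 10 µM Aha-Tn7 peptide / Replicates: singlicate testing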
PLCg1 inh = PLC-gamma1 (human) inhibition, primary screen; 0.84% of 370,000 active; P19174; inhibition, % at 12.2 µM; purified PLC-gamma1, fluorogenic substrate, fluorescence; in the data active = inhibition above about 9.5%
PLC-beta3 inh = inhibitors of human phospholipase C beta3; 0.18% of 370,000 active; inhibition, % at 12.2 µM; Purified PLC-beta3, fluorogenic substrate, fluorescence; Q01970; in the data active = inhibition above about 11%;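 also: 0% = median of compound wells on plate and 100% = full blocker control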
ADAM17 inh = ADAM17 inhibition, QFRET primary screen; recombinant ADAM17, EDANS/DABCYL FRET peptide cleavage; inhibition, % at 6.95 µM; 0.83% of 370,000 active;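 active = inhibition above the mean of compounds lying between control limits plus 3 SD, set per campaign, cut at about 8.5% in these data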;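 also: 0% = DMSO-only wells as the low control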
ASAP1 inh = inhibitors of human ASAP1 ArfGAP activity; Q9ULH1; ASAP1-stimulated ARF1 GTP hydrolysis, GDP FP detection; inhibition, % at 16.5 µM; 0.19% of 360,000 active; AID 624377; in the data active = inhibition above about 25%;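 also: 0% = vehicle with enzyme and substrate and 100% = no enzyme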
proKLK7 act = activates the human kallikrein-7 zymogen | 0.9% of 370,000 active | P49862 | activation, % at 7 µM | purified proKLK7, EDANS-DABCYL substrate fluorescence; 100% is mature enzyme control, 0% vehicle;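 active = activation above the mean of all tested compounds plus 3 SD, computed per campaign excluding outliers beyond control limits, cut at about 13% in these data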
Target sequence (P49862 whole entry, looked up): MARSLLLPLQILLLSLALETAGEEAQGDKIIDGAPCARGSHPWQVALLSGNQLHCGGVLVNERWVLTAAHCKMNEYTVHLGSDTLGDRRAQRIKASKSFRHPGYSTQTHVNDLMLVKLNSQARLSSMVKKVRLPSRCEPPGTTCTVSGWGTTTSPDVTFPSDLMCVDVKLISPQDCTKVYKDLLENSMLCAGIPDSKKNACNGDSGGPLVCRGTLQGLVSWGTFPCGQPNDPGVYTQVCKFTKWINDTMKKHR
Numbers without * were called inactive; i = inactive; . = not tested or not shown; & = joins results of further samples. An unsorted share of the library; overall some 4.1% were active at least once.

ARFGAP1 inh,MBD2 inh,UHRF1 binding,Tn6 DDE FP,DDE Tn7 FP inh,PLCg1 inh,PLC-beta3 inh,ADAM17 inh,ASAP1 inh,proKLK7 act,SMILES
-6,1,-3,6,-6,3,-7,1,-13,0.9,CCN(CC)S(=O)(=O)c1cccc(C(=O)N/N=C/c2ccccc2OCC(=O)O)c1
1,4,3,-3,0,-176,-209,-50,8,148*,COc1cc2ccc(=O)oc2c(O)c1OCC=C(C)C
16,0,-1,0,-1,i,i,-159,-1,-125,Oc1ccc(-c2nc3ccccn3c2NCc2ccc3c(c2)OCO3)cc1
19,-7,-1,6,2,1,-6,-1,-4,0.8,O=C(c1ccc(COCC(F)(F)F)cc1)N1CCN(c2ccccn2)CC1
-4&2,0&2,-4&0,10&2,-7&-1,-96&-93,-150&-141,-7&-9,2&2,-1.1&-0.2,CCCCNc1c(-c2cccc(SC3CCCCC3)c2)nc2ccc(Cl)cn12
-6,-6,0,-4,1,5,-2,-5,-1,0.0,CC1CCCC(NC(=O)CCCn2ncn3c(cc4occc43)c2=O)C1C (stereo unspecified)
4,3,-4,-2,3,i,i,-234,-8,14*,CCOC(=O)C1CCN(C(=O)Nc2ccc3nccnc3c2)CC1
2,5,5,-6,0,-2,-3,-5,-1,-0.3,C[C@@H]1CC[C@@]23COC(=O)C2=CCC[C@@H]3[C@@]1(C)CC/C(=C/CO)CO
4,3,-2,1,4,-1,-1,-1,5,0.5,COc1ccc(NC(=O)N(C)C[C@H]2Oc3c(NS(=O)(=O)c4ccc(OC)cc4)cccc3C(=O)N([C@H](C)CO)C[C@@H]2C)cc1
-4,0,-2,6,6,2,-4,1,3,-0.1,Cc1occc1C(=O)NNS(=O)(=O)c1ccc([N+](=O)[O-])cc1
-7,-4,3,9,3,0,0,-4,2,-0.1,O=C(Nc1ccccc1NC(=O)c1ccco1)c1ccco1
2,-1,4,-8,1,-7,-5,4,1,0.3,N#CCSc1nnc(-c2sc3ccccc3c2Cl)o1
-5,1,-2,-5,8,1,-2,-2,-6,0.6,N#CC1(NC(=O)COc2cccnc2[N+](=O)[O-])CCCCC1
-12,-8,-7,7,2,-18,-29,-2,3,-1.2,CCCNc1nc(-c2cc(C(=O)Nc3ccccc3)on2)cc(C(C)C)n1
-1,-7,-7,1,11,-6,-6,5,-7,-0.2,O=C1C2=C(Nc3ccccc3SC2c2ccco2)c2ccccc21 (stereo unspecified)
1,-2,1,0,-2,5,0,6,-33,0.1,O=C(COC(=O)CN1C(=O)C2CCCCC2C1=O)Nc1ccc(F)c(F)c1F (stereo unspecified)
16,0,1,-14,2,-1,-6,1,1,0.4,CCOC(=O)c1ccc(NC(=O)c2nc[nH]c2C(=O)N(C)Cc2ccccc2)cc1
14,1,-1,-1,-1,-5,-1,0,16,-0.3,O=C(c1ccccc1)c1coc(-c2ccccc2)c1
-8,0,3,-6,-2,2,4,-1,10,-0.7,Cc1ccc(S(=O)(=O)C2(C(=O)Nc3ccc(F)cc3)CC2)cc1
7,-5,0,7,-3,-1,4,-2,-1,0.2,CCN(CC)CCCOC(=O)c1ccc(OC)cc1O
-1,4,-1,3,2,-1,1,1,7,-0.4,O=C(COc1ccc(Cl)cc1)N1CCN(S(=O)(=O)c2ccccc2)CC1
12,-6,-3,2,5,2,-2,3,-11,0.1,COc1ccccc1CCn1cnc(-c2ccc(Br)cc2)c1CC(C)C
-1,-1,-3,-2,-6,1,6,-1,-7,0.2,Cc1cc(Cl)ccc1OCC(=O)NCCOc1nc(N2CCCCC2)nc(N2CCOCC2)n1
-7,1,0,-5,1,-1,-3,-4,-2,0.3,COC(=O)c1ccc(C2C(C(=O)c3cc4ccccc4o3)=C(O)C(=O)N2CCN2CCOCC2)cc1 (stereo unspecified)
-1,0,-2,2,-8,3,7,3,-5,-0.2,COc1ccc(S(=O)(=O)N(C)CC(=O)Nc2ccccc2C(F)(F)F)cc1

Next entries:
ARFGAP1 inh,MBD2 inh,UHRF1 binding,Tn6 DDE FP,DDE Tn7 FP inh,PLCg1 inh,PLC-beta3 inh,ADAM17 inh,ASAP1 inh,proKLK7 act,SMILES
-2,-6,0,-3,7,0,2,-5,3,0.1,CC(C)CNC(=O)CN(C1CCCCC1)S(C)(=O)=O
5,-4,1,-5,10,-2,-3,1,2,0.1,O=C(Nc1ccccc1F)c1ccc([N+](=O)[O-])s1
2,-1,1,6,0,5,0,-1,1,-0.3,Cc1nn(CCCC(=O)Nc2sc3c(c2C#N)CCC3)c(C)c1[N+](=O)[O-]
-1,-3,-3,4,5,-44,-63,-23,8,2.6,CCOc1ccc2oc(=O)cc(CN3CCOCC3)c2c1
-4,4,0,1,3,-42,-65,-8,-1,-4.5,O=C(COC(=O)c1cccnc1)NC1CCCc2ccccc21 (stereo unspecified)
7,-2,1,-5,-1,1,-2,-3,-5,-0.3,O=C(NCc1ccco1)c1ccccc1F
.,5,2,3,4,2,0,1,.,1.1,CN(CCc1ccccn1)C(=O)c1ccc(Sc2ccccc2Cl)c([N+](=O)[O-])c1
0,2,3,0,0,-45,-3,-2,-6,-0.3,O=C(NCCNC(=O)c1ccccn1)c1ccc(F)cc1
4,5,4,4,-1,4,-14,1,10,0.0,Cc1ccc(C(=O)Nc2cc(C(C)C)c(O)c(C(C)C)c2)cc1
-3,0,3,5,3,-1,2,-2,-14,-0.5,CC(=NNC(=O)C(C)SC(C)C(=O)NN=C(C)c1cccnc1)c1cccnc1 (stereo unspecified)
-7,-3,-1,2,-7,1,-11,-1,0,0.7,O=C(NCc1nc(-c2ccc(C(F)(F)F)cc2)no1)c1cccs1
-5,6,11,9,6,-7,-13,-3,1,-0.2,Brc1ccc2nc(-c3ccccc3)c(Cc3ccccc3)n2c1
1,-4,-3,4,5,0,1,-3,-2,0.1,Cc1ccc(CC(=O)NC(C)CCc2ccccc2)cc1 (stereo unspecified)
18,6,19,6,5,-5,-9,5,0,0.4,CCOC(=O)CN(C(=O)COc1nc(C)cc(C)c1C#N)c1ccc(F)cc1
-4,3,2,2,-4,1,-4,0,4,-0.4,CC(C)c1ccc(C(=O)Nc2cccnc2)cc1
2,-1,0,0,2,1,-2,1,7,0.3,CCOC(=O)C(C)Oc1cccc2c(=O)n(CC(=O)N3CCCc4ccccc43)ccc12 (stereo unspecified)
4,0,4,2,5,4,-7,2,-8,0.6,CC(=O)C(Cc1ccccc1)NC(=O)COC(=O)c1cccc(C)c1[N+](=O)[O-] (stereo unspecified)
.,5,2,4,6,1,0,-1,.,-0.4,COC(=O)C[C@@H]1CC[C@@H]2[C@@H](COc3ccc(NS(=O)(=O)c4ccc(F)cc4)cc3C(=O)N2C)O1
19,1,4,0,-5,2,4,-1,-3,0.1,COc1ccc(C(NC(=O)C2CCN(Cc3cc(OC)cc(OC)c3)CC2)c2ccccn2)cc1 (stereo unspecified)
13,1,3,-2,2,5,3,8,17,0.5,COc1ccc(OC)c(-c2cc(C3CCN(c4ncccc4[N+](=O)[O-])CC3)[nH]n2)c1
-3,-6,1,0,2,1,-1,-1,-5,-0.5,O=C(CSc1nc(-c2ccc(F)cc2)nc2c1Cc1ccccc1O2)Nc1ccc(C(=O)O)cc1
3,5,2,-3,4,2,-1,-8,9,0.8,COC(=O)C[C@@H]1C=C[C@H](NC(=O)Nc2ccc(OC)cc2)[C@@H](CO)O1
5,5,1,3,-8,0,-2,-4,2,-0.6,Cc1ccccc1-n1c(C)nnc1SCC(=O)NCC1CCCO1 (stereo unspecified)
-11,6,8,10,3,0,-1,-3,-1,-0.6,CC1=C(C(=O)Nc2ccc(C)cc2C)C(c2ccc(Cl)cc2)n2nc(C(=O)OC(C)C)nc2N1 (stereo unspecified)
-8,2,19,-8,-2,-3,-3,0,-3,0.7,CC(=O)C[C@@H](O)CC(=O)[C@@H]1OC(=O)[C@H](C)CCCCc2ccccc21

The list continues:
ARFGAP1 inh,MBD2 inh,UHRF1 binding,Tn6 DDE FP,DDE Tn7 FP inh,PLCg1 inh,PLC-beta3 inh,ADAM17 inh,ASAP1 inh,proKLK7 act,SMILES
11,-4,3,1,-5,3,3,1,2,0.6,COC(=O)CNC(=O)c1cccc(Cl)c1
4,4,2,-2,7,-2,-10,-5,-15,0.5,O=C1CN(C(=O)COC(=O)CCc2ccccc2O)c2ccccc2N1
14,1,0,2,3,-1,-7,-4,-3,0.1,CN(C)c1ccc(SC#N)cc1
6,0,-1,3,-1,-2,-3,1,-1,0.3,Cc1ccc(-n2c(COc3ccccc3)nnc2SCC(=O)O)cc1
-4,0,0,-9,-2,-2,2,6,4,0.5,COc1ccccc1NS(=O)(=O)c1cc(NC(=O)c2ccc(Cl)nc2)ccc1Cl
3,4,-2,-6,1,-2,1,-2,3,-0.6,Cc1ccccc1-c1cc2nc(NCCc3ccncc3)n(C)c(=O)c2s1
-10,5,3,-4,3,-2,-6,-7,-8,-0.5,COc1ccc(NC(=O)CSc2nnc(-c3ccncc3)o2)c([N+](=O)[O-])c1
1,7,3,-3,-2,1,-6,2,13,0.0,CCC(C)(CC(=O)Nc1nccs1)c1ccccc1 (stereo unspecified)
-1,3,1,2,3,1,-9,-9,-3,-0.2,O=C1CCC(C(=O)N2CCCC2)CN1CCc1cccc(F)c1 (stereo unspecified)
4,-1,-6,2,2,-16,-27,-21,23,-0.2,COc1cc(CNc2ccc3[nH]c(=O)[nH]c3c2)ccc1OCc1ccccc1Cl
8,2,1,-6,-2,9,2,-1,8,0.4,Cc1cccc(-n2c(CCCN3C(=O)c4ccccc4C3=O)nc3ccccc3c2=O)n1
1,-2,2,4,1,4,-1,3,-8,0.5,NC(Cc1ccccc1)C(O)(c1ccccc1)c1ccccc1 (stereo unspecified)
-7,-1,2,-3,1,-4,-6,0,9,-0.5,CC(C)(C)c1ccc(-c2csc(NC(=O)CN3C(=O)NC4(CCCCC4)C3=O)n2)cc1
6,1,1,5,4,-49,-62,-20,18,5.6,O=C(O)C1CSC(c2coc3ccccc3c2=O)N1 (stereo unspecified)
10,-3,-1,5,2,-2,-4,-6,-5,-0.5,NC(=O)c1ccccc1NC(=O)CC1(CC(=O)O)CCCC1
-15,-3,2,-4,-6,5,-2,5,-9,1.0,Cc1cccc(CCNC(=O)c2cccc(NC3=NC4CS(=O)(=O)CC4S3)c2)c1 (stereo unspecified)
17,3,5,7,-11,3,-3,0,2,-0.2,CC(CCc1ccccc1)NC(=O)c1cccc(F)c1 (stereo unspecified)
